# K1F lysis inhibition: protection from phage-mediated lysis, alamar blue read-out – E. coli UTI89, K1F phage, bacterial capsule biogenesis inhibitors (AID 488966) | E. coli UTI89 K1F phage lysis, alamar blue, 2 h; higher % means a stronger effect | inhibition, % at 100 µM, or IC50 in µM where a hit was titrated | 340,000 compounds, 0.02% hits;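 active = phage lysis inhibition, versus mean bacterial control, above a set limit; inconclusive = no clear call, values can overlap the other calls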;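 note: capsule biogenesis inhibitors block K1F phage lysis so surviving cells raise fluorescence; higher fluorescence means more inhibition of phage lysis; actives were called in the ten point dose series up to 300 µM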
# NTR1 ag: agonists of NTR1, primary screen, imaging, U2OS cells, beta-arrestin-GFP, high content (AID 493036) | NTR1-U2OS beta-arrestin-GFP spot imaging, agonist mode | activation, % at 20 µM | 330,000 compounds, 0.17% hits;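 active = activation at or above 40% of the spot to cytoplasm intensity ratio, with at least 20 cells analyzed; inconclusive = wells under 20 cells, flagged as cytotoxic or low count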;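 note: 0% = DMSO without peptide and 100% = 100 nM NTR1 peptide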
# Target sequence (P30989 whole entry, looked up): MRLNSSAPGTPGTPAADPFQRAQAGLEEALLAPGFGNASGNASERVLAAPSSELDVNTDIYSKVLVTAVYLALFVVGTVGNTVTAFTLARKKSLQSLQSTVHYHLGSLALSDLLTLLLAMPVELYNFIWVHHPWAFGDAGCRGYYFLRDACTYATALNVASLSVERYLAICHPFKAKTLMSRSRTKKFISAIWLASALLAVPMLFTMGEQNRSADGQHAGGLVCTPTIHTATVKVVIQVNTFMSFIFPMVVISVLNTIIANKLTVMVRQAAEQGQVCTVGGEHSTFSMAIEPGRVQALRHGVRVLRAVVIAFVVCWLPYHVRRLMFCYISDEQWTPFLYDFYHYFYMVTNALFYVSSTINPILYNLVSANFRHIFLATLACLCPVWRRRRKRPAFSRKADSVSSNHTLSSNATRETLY
# Dengue-2 NS5 capping: flavivirus cap methylation enzyme inhibition – biochemical, confirmation dose response, primary screen (AID 588689); Dengue-2 NS5 methyltransferase capping enzyme assay, biochemical; higher % means a stronger effect; one-dose inhibition, % at 25 µM; IC50 in µM for titrated hits; 340,000 compounds, 0.3% hits; in the data active = a potency from the dose series; inconclusive = inhibition above about 29% without an active follow-up result
# NTR1 ag cell count 20 µM: further read-out of NTR1 ag, marked with its call; cell count; measured here: cell count, cytotoxicity flag
# Dengue-2 NS5 capping pilot replicate: also measured in Dengue-2 NS5 capping; calls as there; inhibition, %; measured here: pilot screen replicate inhibition
# The depositor's hits bear a star; ? = inconclusive; [ ] = remark or other dose.
SMILES,K1F lysis inhibition,NTR1 ag,NTR1 ag cell count 20 µM,Dengue-2 NS5 capping,others
COc1ccc(NC(=O)CN(C)C(=O)c2ccc(NS(=O)(=O)c3cccc([N+](=O)[O-])c3)cc2)cc1,1.0%[50 µM],0.9,102,2.9%,
C#CCSc1nnc(C)c(C)n1,-0.2%,-0.6,59,7.1%,
O=C(CCNC(=O)c1ccc([N+](=O)[O-])cc1)Oc1ccc(F)c(F)c1,-0.2%[50 µM],-1.6,46,-4.4%,
O=C(Nc1ccc(S(=O)(=O)N2CCCCC2)cc1)C1CC(=O)N(Cc2ccccc2)C1 (configuration not stated),-0.2%[50 µM],-0.7,70,7.2%,
CC[C@H](CO)Oc1cc(NCc2ccc(Cl)c(Cl)c2)c2ncn(C(C)C)c2c1,-1.2%,2.9,55,0.0%,
O=C(NCC(=O)N(Cc1ccco1)C(C(=O)NC1CCCC1)c1cccnc1)c1ccco1 (configuration not stated),0.1%,-0.5,84,-0.8%,
Cc1ccc(C(=O)NCC2CCCN2S(=O)(=O)c2cccs2)cc1C (configuration not stated),0.8%[50 µM],1.4,71,4.3%,
c1cnc2cc(-c3ccsc3)ncc2c1,-0.4%,-0.1,58,-3.2%,
CC(C)[C@H]1COCCS(=O)(=O)N1Cc1ccccc1-c1ccccc1,-0.1%,1.4,66,-1.6%,Dengue-2 NS5 capping pilot replicate=-1.2
COc1ccc(CCNC(=O)CSC2=NS(=O)(=O)c3cc(Cl)ccc3N2)cc1OC,0.9%[50 µM],-0.4,64,-8.7%,
Nc1nc(N)nc(-c2cc(F)ccc2O)n1,-0.3%,-0.3,59,-4.0%,
CCC(ONc1ccccc1C(F)(F)F)(C(=O)NN(C)C)c1ccccc1 (configuration not stated),1.9%,4.5,41,-9.6%,
Cc1cc(C)c(OCC(=O)NCC(C)(C)N2CCOCC2)c(C)c1,1.4%[50 µM],1.1,57,-5.8%,
Nc1ccc(C(=O)NCC(=O)O)cc1,-2.0%,-2.1,53,-2.9%,
C/C(=N\NS(=O)(=O)c1ccc(Br)cc1)c1ccc(-n2ccnc2)cc1,0.2%[50 µM],-2.5,65,-5.2%,
O=c1c2ccccc2oc2cc(-c3ccc4cc[nH]c4c3)ccc12,0.5%,5.2,67,-6.6%,
CN(C(=O)COC(=O)Cc1c[nH]c2ccccc12)c1c(N)n(Cc2ccccc2)c(=O)[nH]c1=O,0.8%[50 µM],-3.1,55,0.0%,
O=C(CSC1=Nc2ccccc2C2CC=NN12)Nc1ccc(F)c(F)c1F (configuration not stated),0.9%[50 µM],-0.9,91,-2.2%,
Cc1c(NC(=S)NC(=O)c2ccccc2)c(=O)n(-c2ccccc2)n1C,2.8%,0.3,54,2.3%,
Cc1cccc(C(=O)OCC(=O)N(CC(C)C)c2c(N)n(Cc3ccccc3)c(=O)[nH]c2=O)c1C,1.4%[50 µM],0.1,34,0.0%,
CCC(CO)Oc1cc(NCc2cccc(OC)c2)c2ncn(C(C)C)c2c1 (configuration not stated),-1.6%,-1.4,39,20.9%,
CCn1nnnc1SCC(=O)N1N=C(c2cccs2)CC1c1cccs1 (configuration not stated),0.1%[50 µM],-0.7,65,-5.9%,
Nc1ncnc2c1ncn2[C@@H]1O[C@H](CNC(=O)[C@@H]2CCC(=O)N2)[C@@H](O)[C@H]1O,0.2%,-0.5,52,-6.6%,Dengue-2 NS5 capping pilot replicate=2.1
OCCO,0.1%,3.4,62,-9.8%,
CCCNC(=O)c1ccc(N2CCC3(CC2)CC(c2cccc(Br)c2)=NO3)c(NC(=O)c2ccc(Cl)c([N+](=O)[O-])c2)c1,0.8%,5.5,65,-8.8%,
CC1CC(C)CN(S(=O)(=O)c2ccc(NC(=O)CCN3C(=O)C4CC=CCC4C3=O)cc2)C1 (configuration not stated),0.3%,-0.1,52,-5.1%,
O=C(CSc1nc(=O)[nH]c2c1CCCC2)Nc1ccc(F)cc1F,1.2%[50 µM],0.8,70,-10.1%,
C[C@H]1COC(=O)[C@H](CC(=O)OC(C)(C)C)C/C=C\C[C@@H](CC(=O)NCCO)C(=O)N1,-0.1%,-1.4,40,7.1%,
Cc1ccc(NC(=O)c2cccc(NC(=O)CC3SC(N4CCCCC4)=NC3=O)c2)nc1 (configuration not stated),0.9%[50 µM],1.0,56,-7.2%,
CSc1nnc(Cn2c(=O)sc3ccccc32)n1-c1ccccc1C,2.2%,0.0,68,3.6%,
COc1ccccc1NS(=O)(=O)c1ccc(C)c(C(=O)N2CCN(c3ccc(O)cc3)CC2)c1,3.0%,-2.2,54,-2.3%,
CCOc1ccc(CCNC(=O)c2cccc(S(=O)(=O)N3CCCCC3)c2)cc1OCC,0.2%[50 µM],0.3,38,-0.7%,
O=C(Nc1ccn(CC(=O)N2CCN(c3ccccn3)CC2)c(=O)n1)OCc1ccccc1,1.2%,-1.5,49,-16.0%,
O=c1oc(CCO)cc2ccc(-c3ccc4[nH]ccc4c3)cc12,-0.9%,-0.3,55,0.8%,
Cn1cnnc1SCC(=O)c1ccc2c(c1)NC(=O)CO2,0.6%[50 µM],-3.1,61,-6.1%,
O=C(CSc1nnc(-c2ccccc2)o1)NC(=O)Cc1ccccc1,0.6%[50 µM],-0.1,56,-7.7%,
Cc1nn(-c2ccccc2)c(Cl)c1C(=O)NNC(=O)c1ccncc1,0.0%,0.1,51,0.0%,
Cc1cc(C)c(C#N)c(SCC(=O)Nc2cccc(S(=O)(=O)N3CCCC3)c2)n1,0.2%[50 µM],5.7,59,-4.4%,
O=C1c2cc(Br)ccc2N(Cc2ccc(Br)cc2)S(=O)(=O)C1c1cc(Cl)c(Cl)cc1[N+](=O)[O-] (configuration not stated),-1.4%,2.9,51,?,
O=C(CSc1nnc2ccccn12)Nc1ccc(N2CCOCC2)cc1,0.9%[50 µM],1.7,61,-3.8%,
CCN(C(=O)CSc1nnc(-c2ccc(F)cc2)n1C)C1CCS(=O)(=O)C1 (configuration not stated),-2.3%,1.4,63,-3.9%,
COc1ccccc1C1=CC(=O)C[C@H](c2ccc(Cl)cc2)C1,1.2%,0.2,48,3.3%,
CC(=O)c1ccc(NC(=O)COC(=O)CCC2CCCC2)cc1,0.3%,0.8,55,2.4%,
COc1ccccc1/C=C/C(=O)OCC(=O)NC1CCS(=O)(=O)C1 (configuration not stated),-3.5%,0.1,44,4.7%,
CC(=O)Nc1ccc(NC(=O)CSc2nc(=O)n(Cc3ccncc3)c3c2CCC3)cc1,1.0%[50 µM],-1.0,65,-0.7%,

# Among those listed so far, six have an aryl methoxy group.
SMILES,K1F lysis inhibition,NTR1 ag,NTR1 ag cell count 20 µM,Dengue-2 NS5 capping,others
COc1ccc(NC(=O)CN(C)C(=O)c2ccc(NS(=O)(=O)c3cccc([N+](=O)[O-])c3)cc2)cc1,1.0%[50 µM],0.9,102,2.9%,
COc1ccc(CCNC(=O)CSC2=NS(=O)(=O)c3cc(Cl)ccc3N2)cc1OC,0.9%[50 µM],-0.4,64,-8.7%,
CCC(CO)Oc1cc(NCc2cccc(OC)c2)c2ncn(C(C)C)c2c1 (configuration not stated),-1.6%,-1.4,39,20.9%,
COc1ccccc1NS(=O)(=O)c1ccc(C)c(C(=O)N2CCN(c3ccc(O)cc3)CC2)c1,3.0%,-2.2,54,-2.3%,
COc1ccccc1C1=CC(=O)C[C@H](c2ccc(Cl)cc2)C1,1.2%,0.2,48,3.3%,
COc1ccccc1/C=C/C(=O)OCC(=O)NC1CCS(=O)(=O)C1 (configuration not stated),-3.5%,0.1,44,4.7%,

# (listing goes on)
SMILES,K1F lysis inhibition,NTR1 ag,NTR1 ag cell count 20 µM,Dengue-2 NS5 capping,others
O=C(COC(=O)c1ccc(S(=O)(=O)NCc2ccco2)cc1)Nc1ccccc1,1.1%[50 µM],1.8,47,-2.2%,
O=C(COn1nnc2ccc(S(=O)(=O)N3CCOCC3)cc21)NCCc1ccccc1,-1.6%,-1.8,67,-3.0%,
CCc1cccc(C)c1NC(=O)CN1C(=O)NC(CCc2ccccc2)C1=O (configuration not stated),0.9%,0.6,56,8.8%,
COCCN(CC(=O)Nc1cccc(C)c1C)C(=O)c1cc(-c2ccncc2)nc2ccccc12,-0.1%[50 µM],1.4,57,2.2%,
Cc1ccc(C2=NOC(=O)/C2=C\c2ccccc2)cc1,-0.7%,1.9,31,27.9%,
CC1C(=O)N2CCCc3cc(S(=O)(=O)Nc4ccccc4C(N)=O)cc1c32 (configuration not stated),-0.9%,0.9,75,-10.3%,
Cc1ccc(C2=NOC(c3nnc(-c4ccccc4)o3)C2)cc1 (configuration not stated),3.2%,-0.9,45,4.8%,
COc1ccc(-c2cc(C(=O)NNC(=O)c3csc(N4CCOCC4)n3)c3ccccc3n2)cc1,2.7%[50 µM],2.4,82,2.9%,
COc1ccccc1NS(=O)(=O)c1cccc(NC(=O)c2nn(C)c(=O)c3ccccc23)c1,0.5%[50 µM],6.3,54,-9.0%,
COC(=O)[C@]1(C)N[C@H](CN(C)C(=O)C2CCCCC2)[C@@H]2C(=O)N(Cc3ccccc3)C(=O)[C@@H]21,0.2%,-2.7,63,-2.3%,Dengue-2 NS5 capping pilot replicate=-3.6
O=C1C=CN2CCOCC2C1 (configuration not stated),1.4%,0.6,60,-0.7%,
CN(CC(=O)Nc1ccc(F)c(F)c1F)C(=O)c1n[nH]c(=O)c2ccccc12,0.2%[50 µM],1.2,58,4.8%,
c1ccc(C[C@H]2CN=C(Nc3ccccc3)N2CC2CCCCC2)cc1,1.8%,-0.7,58,-0.8%,
O=C(COC(=O)c1cncc(Br)c1)Nc1ccc(F)c(F)c1F,0.9%[50 µM],0.8,59,-5.8%,
O=C(Nc1cc(C(F)(F)F)ccc1-n1cncn1)c1cn2ccccc2n1,0.5%[50 µM],0.5,66,1.5%,
CCN(C[C@H]1N[C@@](C)(C(=O)OC)[C@H]2C(=O)N(C)C(=O)[C@@H]12)C(=O)Nc1ccc(Cl)cc1,0.3%,-0.1,57,0.3%,Dengue-2 NS5 capping pilot replicate=1.5
O=C(Cc1csc(NC(=O)Nc2ccc(Cl)cc2)n1)NCc1cccnc1,0.5%[50 µM],1.1,49,-3.7%,
COc1cc(OC)nc(Oc2ccccc2/C=N/O)n1,-1.6%,1.8,34,-9.3%,
CC(C)CN(C(=O)CN(C)CC(=O)Nc1ccc(Cl)c(C(F)(F)F)c1)c1c(N)n(CC(C)C)c(=O)[nH]c1=O,5.3%,1.6,69,7.8%,
N#Cc1ccccc1COC(=O)c1ccc2c(c1)OCCO2,-1.5%,-0.7,57,-8.1%,
CCCCn1c(N)c(N(CC(C)C)C(=O)c2ccc(F)c(S(=O)(=O)N3CCOCC3)c2)c(=O)[nH]c1=O,0.8%[50 µM],2.3,73,-8.0%,
CCN1C(=O)[C@@H]2[C@@H](c3ccc(-c4ccc(OC)cc4)c(OC)c3)N3CCC[C@@]3(C(=O)OC)[C@@H]2C1=O,2.4%,-0.4,57,-4.1%,
O=C(COC(=O)Cc1ccc(Br)cc1)NC1CC1,1.4%[50 µM],-1.7,69,1.5%,
Cc1nc(SCC(=O)Nc2cccc(S(=O)(=O)N3CCOCC3)c2)nc(C)c1C,0.2%,0.2,58,5.8%,
CN(Cc1ccccc1)C(=O)CN1C(=O)NC2(CCCC2)C1=O,0.4%[50 µM],2.9,53,12.9%,
CCOC(=O)/C=C/[C@H]1CC2(CCO1)SCCCS2,1.0%,1.8,59,0.0%,
O=C(COC(=O)CNC(=O)c1ccccc1F)Nc1ccc(Cl)cn1,0.4%[50 µM],-2.2,48,-2.2%,
Cc1nc(NC(=O)COC(=O)[C@@H](NC(=O)c2ccco2)C(C)C)c(Cl)cc1Cl,0.7%[50 µM],5.9,45,-1.6%,
Cc1ccc(S(=O)(=O)N2CCC(C(=O)NCC(C)(C)N3CCOCC3)CC2)c(C)c1,1.4%[50 µM],0.8,57,-3.0%,
OC(c1ccccc1)(c1ccccc1)c1ccn[nH]1,1.6%,0.9,87,-6.8%,
COC(=O)C1CCN(CC(=O)NC(=O)Nc2ccccc2F)CC1,0.6%,0.3,67,-6.2%,
COc1ccc(NS(=O)(=O)c2cccc(C(=O)N/N=C(\C)c3cccnc3)c2)cc1,0.7%[50 µM],0.1,77,0.7%,
Cc1ccc(C)c(NC(=O)CN(C)C(=O)c2ccc(-n3cncn3)c([N+](=O)[O-])c2)c1,1.1%[50 µM],-0.3,69,-1.4%,
CCC(CO)Oc1cc(NC(=O)c2cccc(OC)c2)c2ncn(C(C)C)c2c1 (configuration not stated),0.4%,-2.1,46,-1.7%,
COc1cc(C2C(C(=O)c3ccc(C)o3)=C(O)C(=O)N2c2cc(C)on2)cc(OC)c1OC (configuration not stated),1.2%,1.7,51,0.8%,
Cc1ccc(S(=O)(=O)CCC(=O)Nc2nnc(-c3ccccc3S(C)(=O)=O)o2)cc1,0.7%[50 µM],1.1,62,-11.0%,
COc1ccc(NC(=O)CCOc2cc(C)ccc2C)cc1S(=O)(=O)N1CCCCC1,-0.8%,0.1,56,4.8%,
COc1ccccc1OCCNC(=O)CN1C(=O)NC2(CCCCC2)C1=O,0.3%[50 µM],1.9,61,-3.7%,
COc1ccc(OCC(=O)OCC(=O)Nc2ccc3[nH]c(=O)[nH]c3c2)cc1,1.3%[50 µM],-3.0,42,-1.5%,

# These rows are one share of the data. The share of hits here may be higher or lower than overall.
